# mABHD4 FP: ABHD4 inhibitors, primary screen, biochemical, fluorescence polarization, mouse. (Lyso)-N-acylphosphatidylethanolamine lipase (Mus musculus), Q8VD66. purified mABHD4, FP-Rh probe fluorescence polarization. inhibition, % at 8.92 µM. 0.54% of 370,000 active. AID 720543, 2013;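 active = inhibition exceeding the mean over every tested compound plus 3 SD, cut at about 30% in these data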;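 note: 0% = plate median of compound wells and 100% = S159A mutant with DMSO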
#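 Test system: mABHD4 protein; Read-out basis: % inhibition; Incubation: 45 min + 60 min at 25 °C; Repeats: single replicate; Technique: fluorescence polarization with parallel and perpendicular emission, 525/598 nm; Compound: 8.92 µM, single dose; Benchmarks: full inhibition S159A mutant plus DMSO, zero as sample-well median.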
# SIAE primary: human SIAE inhibitors, primary screen, biochemical, fluorescence polarization, FP-Rh probe, 1536-well HTS | Sialate O-acetylesterase (Homo sapiens), Q9HAT2 | SIAE FP-Rh probe binding | inhibition, % at 9.66 µM | 0.69% of 370,000 active | AID 1053197, 2014;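 active = inhibition above a cutoff: mean of compounds within the control limits plus 3 SD of those, cut at about 17% in these data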;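 note: 0% = plate median of compound wells and 100% = probe without SIAE protein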
# rCAG binder: binders of r(CAG) RNA repeats, primary screen, biochemical, fluorescence; inhibition, % at 3 µM; r(CAG) RNA repeat, TO-PRO-1 dye displacement fluorescence; 1.3% of 370,000 active;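 active = inhibition above the plate cutoff, the mean of all test compounds on that plate plus 3 SD, cut at about 35% in these data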;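 note: 0% = DMSO alone and 100% = 100 µM mitoxantrone as full dye displacement; higher means more dye released from RNA so lower well fluorescence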
# GC-A act: GC-A stimulated cGMP production enhancers – HEK293 GC-A cells, cGMP TR-FRET, EC30 ANP, primary screen | Atrial natriuretic peptide receptor 1 (Homo sapiens), P16066 | 0% at EC30 ANP, 100% saturating ANP | 0.14% of 370,000 active | activation, % at 10 µM; in the data active = activation above about 40%
# PRMT1 inh: PRMT1 methyltransferase inhibitors, primary screen, biochemical, fluorescence polarization | 1.3% of 370,000 active | AID 652257, 2013 | Protein arginine N-methyltransferase 1 (Homo sapiens), Q99873 | recombinant PRMT1, activity-based probe fluorescence polarization | inhibition, % at 2.79 µM;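 active = inhibition above about 21% made by adding two undisclosed values, limit read from the data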
# HTRA1 inhibitor: HTRA1 serine protease inhibitors, primary screen, biochemical, fluorescence polarization, HTS; Q92743; inhibition, % at 5.96 µM; 0.5% of 340,000 active; recombinant HTRA1, FP-rhodamine activity-based probe; in the data active = inhibition above about 36%;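 note: 0% = enzyme with DMSO and 100% = wells lacking enzyme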
# Target sequence (Q92743 whole entry, looked up): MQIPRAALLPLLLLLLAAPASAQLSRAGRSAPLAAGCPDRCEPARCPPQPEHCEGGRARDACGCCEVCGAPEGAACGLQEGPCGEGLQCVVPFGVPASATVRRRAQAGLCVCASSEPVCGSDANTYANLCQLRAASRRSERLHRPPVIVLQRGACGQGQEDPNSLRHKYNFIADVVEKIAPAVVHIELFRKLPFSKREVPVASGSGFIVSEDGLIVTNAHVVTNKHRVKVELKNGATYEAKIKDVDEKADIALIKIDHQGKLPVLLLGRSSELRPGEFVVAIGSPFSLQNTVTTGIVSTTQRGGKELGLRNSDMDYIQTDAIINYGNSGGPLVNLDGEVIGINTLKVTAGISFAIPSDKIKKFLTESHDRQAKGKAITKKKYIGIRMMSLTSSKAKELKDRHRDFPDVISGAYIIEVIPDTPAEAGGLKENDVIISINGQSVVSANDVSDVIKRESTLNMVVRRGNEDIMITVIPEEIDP
# GC-B act: human GC-B receptor activators, primary screen, HEK293 GC-B cells, cGMP TR-FRET, EC30 CNP. activation, % at 10 µM. 0.11% of 370,000 active. 0% at EC30 CNP, 100% saturating CNP. Atrial natriuretic peptide receptor 2 (Homo sapiens), P20594;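 active = activation at 10 µM reaching about 35% in either raw or pattern-adjusted values, limit read from the data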
# MBD2 inh: inhibitors of MBD2 binding to methylated DNA, primary screen, biochemical, TR-FRET, DNA-binding domain, human; Methyl-CpG-binding domain protein 2 (Homo sapiens), Q9UBB5; MBD2 binding to methylated oligonucleotide; inhibition, % at 4.4 µM; 0.31% of 370,000 active; in the data active = inhibition above about 13%
# Target sequence (Q9UBB5 whole entry, looked up, the tested form may be a part): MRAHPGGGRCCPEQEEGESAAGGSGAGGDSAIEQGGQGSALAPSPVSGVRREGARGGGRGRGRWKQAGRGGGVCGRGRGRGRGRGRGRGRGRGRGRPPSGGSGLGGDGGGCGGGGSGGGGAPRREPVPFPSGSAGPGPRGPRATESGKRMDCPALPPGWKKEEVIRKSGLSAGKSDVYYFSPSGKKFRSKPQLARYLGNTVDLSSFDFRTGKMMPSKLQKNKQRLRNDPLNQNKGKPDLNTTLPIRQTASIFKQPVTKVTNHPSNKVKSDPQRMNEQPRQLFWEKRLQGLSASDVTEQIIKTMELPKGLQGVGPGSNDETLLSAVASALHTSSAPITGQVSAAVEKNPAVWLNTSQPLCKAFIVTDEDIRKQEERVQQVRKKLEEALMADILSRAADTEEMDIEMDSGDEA
# UHRF1 binding: UHRF1 methylated DNA binding inhibitors, primary screen, counter-screen for MBD2 inhibitor project, biochemical, TR-FRET, human UHRF1, single concentration | E3 ubiquitin-protein ligase UHRF1 (Homo sapiens), Q96T88 | UHRF1 binding to methylated oligo | inhibition, % at 4.4 µM | 0.75% of 370,000 active; in the data active = inhibition above about 21%;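 note: UHRF1 SRA domain binding a hemimethylated CpG hairpin DNA probe; 0% = median of test compound wells and 100% = reference inhibitor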
# TCR CD3 inh: inhibitors of human TCR-CD3 interaction, primary screen, biochemical, fluorescence, TAMRA-labeled TCR probe; T-cell receptor (TCR); inhibition, % at 9.4 µM; 0.37% of 360,000 active; in the data active = inhibition above about 19%;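 note: recombinant mutant TCR 2C K166C tagged with TAMRA read by polarization; 0% = receptor in buffer alone and 100% = receptor with positive control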
# Starred values were filed as active, the others as inactive; / = no result given. An excerpt (hit frequency here may not be typical).
1) O=C(O)CCC(=O)N1CCc2cc(S(=O)(=O)N3CCC(Cc4ccccc4)CC3)ccc21
2) COc1cccc(CC2(CO)CCCN(Cc3ccccc3Cl)C2)c1 (stereo unspecified)
3) Cc1ccsc1/C=N\NC(=O)c1cc(C(C)(C)C)[nH]n1
4) CCCCOC(=O)CCCN1C(=O)/C(=C2\SC(=S)N(CCCC(=O)OCCCC)C2=O)SC1=S
5) COc1ccc(C)cc1NC(=O)CCS(=O)(=O)c1ccc2c(c1)oc(=O)n2C
6) CC(C)c1ccc(N(CC(=O)NC2CCCCC2)C(=O)CCC(=O)Nc2ccccn2)cc1
assay / compound	1	2	3	4	5	6
mABHD4 FP	-12	-6	3	-5	7	3
SIAE primary	-4	0	-3	-10	0	1
rCAG binder	32	-7	-2	-1	-1	1
GC-A act	0	-4	-4	4	-3	-1
PRMT1 inh	4	-4	3	10	-2	-3
HTRA1 inhibitor	-5	-22	1	/	-3	-3
GC-B act	-2	-9	1	-3	3	-4
MBD2 inh	2	-4	-1	5	-3	-5
UHRF1 binding	1	-1	1	5	-3	0
TCR CD3 inh	-5	6	-5	-5	-5	5

7) CC1CC(C)(C)NC(=S)N1CCC(=O)NCCc1ccc(Cl)cc1 (stereo unspecified)
8) COc1nc(OC)nc(Oc2ccc(Cl)cc2[N+](=O)[O-])n1
9) CC(C)(C)NC(=O)c1ccc2c(c1)C(=O)N(Cc1ccco1)C2=O
10) COC(=O)c1c(C)oc(C)c1S(=O)(=O)N(C)C1CCCCC1
11) C/C(=N/NS(=O)(=O)c1ccc(C)cc1)c1c(O)c2ccccc2oc1=O
12) CCCCc1ccc(NC(=O)C2CCCC2)cc1
assay / compound	7	8	9	10	11	12
mABHD4 FP	0	3	5	1	2	-9
SIAE primary	-3	-5	-2	3	-4	12
rCAG binder	-6	-1	0	0	6	-2
GC-A act	1	0	3	1	0	6
PRMT1 inh	-3	-3	3	-1	2	2
HTRA1 inhibitor	-3	4	4	/	-8	-8
GC-B act	-4	-1	6	-2	0	2
MBD2 inh	0	0	5	-3	4	-6
UHRF1 binding	1	-1	2	3	-4	-2
TCR CD3 inh	5	7	7	3	0	-6

13) CC1CCN(C(=O)CSCC(=O)Nc2nc(-c3cccs3)cs2)CC1
14) CC(=O)/C(=N\Nc1ccccc1)Sc1nnc(-c2ccccc2)n1-c1ccccc1
15) Oc1ccc2ccccc2c1CNc1ccc(Br)cn1
16) O=C1CN(C(=O)c2cc3ccccc3oc2=O)C(c2ccccc2)c2cc(F)ccc2N1 (stereo unspecified)
17) CCn1c(=O)cc(OCC(=O)Nc2cc(C)ccn2)c2ccccc21
18) CCCCc1c(-c2ccccc2OC)ncn1Cc1cccc(C)c1
assay / compound	13	14	15	16	17	18
mABHD4 FP	-5	-4	2	2	-3	11
SIAE primary	3	1	2	1	0	5
rCAG binder	3	-1	5	1	5	0
GC-A act	9	-10	-12	-1	6	-9
PRMT1 inh	4	-2	2	-1	-1	-2
HTRA1 inhibitor	-14	3	-21	0	-9	/
GC-B act	3	-4	-1	0	13	-14
MBD2 inh	0	0	-1	1	0	-7
UHRF1 binding	3	-5	-3	-2	0	0
TCR CD3 inh	-4	-5	2	9	-2	8

# Values by screen from the list.
# Compounds 13–18 in SIAE primary: 3, 1, 2, 1, 0, 5
# Compounds 13–18 in rCAG binder: 3, -1, 5, 1, 5, 0
# Compounds 13–18 in mABHD4 FP: -5, -4, 2, 2, -3, 11

# (next part)
19) C=CCN1C(=O)c2ccccc2Sc2ccc(C(=O)N3CCN(C)CC3)cc21
20) COc1ccc(CN(CCC(c2ccc(F)cc2)C2CCOC(C)(C)C2)C(=O)c2ccco2)cc1 (stereo unspecified)
21) CCOc1ccccc1CNCc1ccc(C(=O)O)cc1
22) Nc1nc(Sc2ccc(C(F)(F)F)cn2)n[nH]1
23) CC1(C)CC(=O)c2c(O)cc(OCc3ccc([N+](=O)[O-])cc3)cc2O1
24) Cc1ccc(S(=O)(=O)N2CCOCC2)cc1NC(=O)COC(=O)C1(C)CC1(Cl)Cl (stereo unspecified)
assay / compound	19	20	21	22	23	24
mABHD4 FP	4	-13	-3	-2	-3	-1
SIAE primary	-1	1	0	-3	1	-5
rCAG binder	-4	1	-1	5	-3	0
GC-A act	-3	-17	-1	3	-5	-4
PRMT1 inh	1	2	0	5	-2	-4
HTRA1 inhibitor	2	-64	3	6	-3	2
GC-B act	2	-10	-7	-3	-5	1
MBD2 inh	1	-3	0	-4	5	4
UHRF1 binding	-2	1	3	2	-4	3
TCR CD3 inh	3	-7	-2	-7	-2	-7

25) COc1cc(CN2C(=O)C(C)ON=C2c2cccs2)cc(OC)c1 (stereo unspecified)
26) CCOc1ccc(NC(=O)N2CCN(S(C)(=O)=O)CC2)cc1
27) CCCN(CCO)Cc1ccc(Cl)c(Cl)c1
28) CC(Sc1nnnn1C)C(=O)Nc1ccccc1 (stereo unspecified)
29) Cc1ccc(O)c(NC(=O)CSc2n[nH]c(-c3ccccc3)n2)c1
30) Cc1noc(C)c1COC(=O)c1cnc(Cl)c(Cl)c1
assay / compound	25	26	27	28	29	30
mABHD4 FP	0	1	4	3	-3	3
SIAE primary	3	2	7	-4	10	8
rCAG binder	-1	-3	-4	1	1	-4
GC-A act	-11	-1	2	-4	2	11
PRMT1 inh	2	2	-2	0	0	4
HTRA1 inhibitor	/	-1	-5	6	-14	2
GC-B act	-12	0	-11	-4	-9	15
MBD2 inh	1	2	-4	0	-5	2
UHRF1 binding	1	2	6	1	-4	3
TCR CD3 inh	-7	4	8	2	2	-1

# Excerpt, compounds 29 to 30
29) Cc1ccc(O)c(NC(=O)CSc2n[nH]c(-c3ccccc3)n2)c1
30) Cc1noc(C)c1COC(=O)c1cnc(Cl)c(Cl)c1
assay / compound	29	30
mABHD4 FP	-3	3
SIAE primary	10	8
rCAG binder	1	-4
GC-A act	2	11
PRMT1 inh	0	4
HTRA1 inhibitor	-14	2
GC-B act	-9	15
MBD2 inh	-5	2
UHRF1 binding	-4	3
TCR CD3 inh	2	-1

# Further results follow:
31) CC(C)c1nc2n[nH]c(N)c2c2c1CCCC2
32) Cc1nn(CC(=O)NNC(=S)NCC2CCCO2)c(C)c1Br (stereo unspecified)
33) COc1ccccc1N1CCN(C(=O)CSc2nnc(NC(=O)C(C)C)s2)CC1
34) COc1ccc(OC)c(NC(=O)CN(c2ccc(C)cc2)S(=O)(=O)c2c(C)n[nH]c2C)c1
35) Cc1ccccc1C(=O)NCC(=O)NNC(=O)CCN1CCN(c2ccccc2)CC1
36) CSC1=NSC2=NC(=O)/C(=C/c3coc4ccccc4c3=O)C(=N)N12
assay / compound	31	32	33	34	35	36
mABHD4 FP	-6	6	-3	-2	-4	-11
SIAE primary	0	3	0	5	8	-29
rCAG binder	3	-3	-1	-1	-4	-45
GC-A act	2	1	-6	-5	2	6
PRMT1 inh	4	2	0	-2	-3	17
HTRA1 inhibitor	2	3	2	-2	-1	-22
GC-B act	3	2	-9	-7	8	1
MBD2 inh	1	4	2	0	3	1
UHRF1 binding	-1	0	0	-1	-1	-8
TCR CD3 inh	-7	-2	6	5	6	-9

37) CCOC(=O)c1cc(S(=O)(=O)NC2CCC(C)CC2)cn1C (stereo unspecified)
38) CCC(C)(C)NC(=O)C(c1ccco1)N(C(=O)CNC(=O)c1cccs1)c1cccnc1 (stereo unspecified)
39) O=C(COC(=O)c1cccnc1Cl)Nc1ccccc1OC(F)F
40) O=c1cc(CSc2ccc(Cl)cc2)nc(-c2ccccc2)[nH]1
41) CCN1CCc2nc(N)sc2C1
42) O=C(N1CCOCC1)N1CCN(S(=O)(=O)N2CCOCC2)CC1
assay / compound	37	38	39	40	41	42
mABHD4 FP	2	8	4	5	5	4
SIAE primary	-10	-7	-3	8	-2	-2
rCAG binder	-4	-6	-2	-3	-2	-1
GC-A act	2	0	2	-2	0	2
PRMT1 inh	2	1	3	-3	45*	-2
HTRA1 inhibitor	-5	-4	26	/	2	6
GC-B act	4	5	-7	-5	2	-6
MBD2 inh	1	4	3	-2	-1	5
UHRF1 binding	0	-1	-1	1	-1	-2
TCR CD3 inh	6	-3	-3	-2	3	-4

# In another format: entries from further up.
37. CCOC(=O)c1cc(S(=O)(=O)NC2CCC(C)CC2)cn1C (stereo unspecified)
  mABHD4 FP: 2; SIAE primary: -10; rCAG binder: -4; GC-A act: 2; PRMT1 inh: 2; HTRA1 inhibitor: -5; GC-B act: 4; MBD2 inh: 1; UHRF1 binding: 0; TCR CD3 inh: 6

39. O=C(COC(=O)c1cccnc1Cl)Nc1ccccc1OC(F)F
  mABHD4 FP: 4; SIAE primary: -3; rCAG binder: -2; GC-A act: 2; PRMT1 inh: 3; HTRA1 inhibitor: 26; GC-B act: -7; MBD2 inh: 3; UHRF1 binding: -1; TCR CD3 inh: -3

41. CCN1CCc2nc(N)sc2C1
  mABHD4 FP: 5; SIAE primary: -2; rCAG binder: -2; GC-A act: 0; PRMT1 inh: 45*; HTRA1 inhibitor: 2; GC-B act: 2; MBD2 inh: -1; UHRF1 binding: -1; TCR CD3 inh: 3

38. CCC(C)(C)NC(=O)C(c1ccco1)N(C(=O)CNC(=O)c1cccs1)c1cccnc1 (stereo unspecified)
  mABHD4 FP: 8; SIAE primary: -7; rCAG binder: -6; GC-A act: 0; PRMT1 inh: 1; HTRA1 inhibitor: -4; GC-B act: 5; MBD2 inh: 4; UHRF1 binding: -1; TCR CD3 inh: -3

# Continued:
43) Cc1ccc(OCCN2C(=O)CSC2=O)cc1
44) CCN(CC)C(=O)c1ncn2c1C(=O)N[C@H](C)C2
45) Cc1c(-c2ccccc2)nnn1-c1ccc(F)c(Cl)c1
46) CCS(=O)(=O)N1CCN(C(=O)c2ccc3nc(C)c(N(C)C(=O)CCc4ccccc4)n3c2)CC1
47) CN1CCCC1CCSc1ncccc1-c1nc2ccccc2[nH]1 (stereo unspecified)
48) Cc1ccc(NS(=O)(=O)c2ccc3c(c2)n(C)c(=O)c(=O)n3C)c(C)c1
49) O=S(=O)(Nc1ccc(S(=O)(=O)N2CCCCCC2)cc1)c1cccs1
assay / compound	43	44	45	46	47	48	49
mABHD4 FP	4	-3	-5	9	5	-2	-7
SIAE primary	1	-4	0	6	-2	0	-3
rCAG binder	-4	-2	2	2	7	0	22
GC-A act	12	-1	0	4	0	2	4
PRMT1 inh	3	-3	-3	-2	1	4	5
HTRA1 inhibitor	6	/	/	/	/	3	-3
GC-B act	5	0	2	1	-4	0	0
MBD2 inh	4	-6	-6	1	3	-5	-2
UHRF1 binding	1	0	-3	2	-5	-1	-3
TCR CD3 inh	-10	2	-6	7	/	2	2

# Assay outcomes: PubChem, several laboratories
